Screening data (PubChem BioAssay)
PAX8 reporter – inhibitors of PAX8-driven TPO luciferase reporter, primary screen, RMG-I cells, single concentration | SteadyGlo, 24 h | actives 1.2% (n = 360,000) | inhibition, % at 12.6 µM;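 active = mean replicate inhibition at least 60% with every replicate also reaching 60%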;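 note: luciferase light reporting Pax8 driven TPO promoter activity; plate controls were median of neutral control wells for no effect and mitoxantrone controls for full effect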
EWS-Fli inh – EWS/Fli-driven NR0B1 reporter inhibitors, primary screen, A673 cells, NR0B1 luciferase, luminescence, MLPCN library; viability-normalised; inhibition, % at 12.6 µM; actives 0.67% (n = 350,000);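 active = mean inhibition of at least 50% after viability correction, with every replicate also passing that limit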;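 note: firefly luciferase signal divided by Alamar Blue viability fluorescence both relative to DMSO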
ERAP1 HTS inh – human ERAP1 aminopeptidase inhibitors, primary screen, biochemical, single point, plate reader | Endoplasmic reticulum aminopeptidase 1 (Homo sapiens), Q9NZ08 | actives 0.15% (n = 340,000) | AID 652197, 2013 | inhibition, % at 10.7 µM | recombinant ERAP1, Leu-AMC fluorescence, 60 min;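 active = mean replicate inhibition of at least 30%, or all replicates individually reaching that 30% level; inactive = mean below 30% and not every replicate reaching it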;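 note: 0% = neutral control wells and 100% = L-leucinethiol positive control wells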
Target sequence (Q9NZ08 whole entry, looked up): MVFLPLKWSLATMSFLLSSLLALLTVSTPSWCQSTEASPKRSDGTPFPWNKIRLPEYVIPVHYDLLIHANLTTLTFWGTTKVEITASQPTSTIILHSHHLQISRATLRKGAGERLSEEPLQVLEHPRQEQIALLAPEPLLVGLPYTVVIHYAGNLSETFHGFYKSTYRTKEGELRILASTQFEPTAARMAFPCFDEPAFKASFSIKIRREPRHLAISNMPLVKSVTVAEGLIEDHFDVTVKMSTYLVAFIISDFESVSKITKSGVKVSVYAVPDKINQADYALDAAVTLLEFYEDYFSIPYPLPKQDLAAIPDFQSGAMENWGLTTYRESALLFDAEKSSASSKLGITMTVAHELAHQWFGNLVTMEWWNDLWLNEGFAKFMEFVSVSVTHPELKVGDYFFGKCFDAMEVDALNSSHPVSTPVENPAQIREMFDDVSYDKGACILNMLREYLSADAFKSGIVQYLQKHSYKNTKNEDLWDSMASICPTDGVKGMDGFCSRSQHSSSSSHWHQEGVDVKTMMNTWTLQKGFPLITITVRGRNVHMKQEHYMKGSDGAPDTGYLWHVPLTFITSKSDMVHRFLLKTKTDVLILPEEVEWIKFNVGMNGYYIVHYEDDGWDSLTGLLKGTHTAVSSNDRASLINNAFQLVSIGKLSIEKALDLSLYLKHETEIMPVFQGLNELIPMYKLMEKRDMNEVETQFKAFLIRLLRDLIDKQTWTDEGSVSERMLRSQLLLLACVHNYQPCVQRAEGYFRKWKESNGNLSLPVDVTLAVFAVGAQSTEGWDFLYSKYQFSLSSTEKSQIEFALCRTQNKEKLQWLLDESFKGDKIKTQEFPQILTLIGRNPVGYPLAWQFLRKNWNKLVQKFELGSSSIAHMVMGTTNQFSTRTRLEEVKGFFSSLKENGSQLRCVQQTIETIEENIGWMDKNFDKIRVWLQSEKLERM
LGR2 inh – inhibitors of bursicon-induced LGR2 CRE-luciferase signal, primary screen, cell-based, HEK293, CRE-luciferase reporter, bursicon stimulation. bursicon-stimulated, 4 h. inhibition, % at 9.99 µM. actives 0.35% (n = 380,000). AID 720647, 2013;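 active = drop in luminescence signal, shown as inhibition above about 50% in the replicate tests, limit read from the data, passing the limit was not always enough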;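 note: agonist challenge used bursicon conditioned medium at about half maximal strength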
FN deposit inh – inhibitors of fibronectin matrix deposition, primary screen, AH1F cells, Alexa488-fibronectin fluorescence, plate reader. inhibition, % at 12.6 µM. AH1F fibroblasts, overnight. actives 0.086% (n = 350,000). AID 743247, 2014;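 active = mean inhibition across replicates of 30% or more, regardless of how many single replicates reach that level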;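 note: positive control wells lacked labelled fibronectin entirely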
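Material: AH1F fibroblast monolayer depositing Alexa488-labelled fibronectin into matrix | Input: 10000 AH1F cells/well | Medium: DMEM plus 2% serum, read in PBS | Reagent: Alexa488-fibronectin, 24 nM final in well | Compound dosing: One dose per compound, pinned | Schedule: 1 h adhesion, overnight exposure | Measured by: Fluorescence at 485 nm excitation, 525 nm emission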
PglD DTNB – C. jejuni PglD acetyltransferase inhibitors, primary screen, biochemical, DTNB colorimetric, single point. actives 0.098% (n = 360,000). inhibition, % at 12.5 µM. purified PglD enzyme, DTNB colorimetric CoA detection. UDP-N-acetylbacillosamine N-acetyltransferase PglD (Campylobacter jejuni); in the data active = inhibition above about 16%, passing the limit was not always enough; note: strong numbers were not always called active
PGC1a acetyl inh – inhibitors of PGC1a acetylation signal, primary screen, cell-based, U2OS, AlphaScreen, inhibitor mode; AlphaScreen anti-acetyl-lysine; with virally co-expressed GCN5 acetyltransferase; inhibition, % at 15.6 µM; actives 0.17% (n = 350,000);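 active = every replicate shows inhibition of at least 40%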;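 note: 0% = neutral control wells and 100% = positive control wells; some results beyond the cut were filed as inactive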
S100A4 MyoIIA – inhibitors of S100A4-myosin IIA peptide binding, primary screen, biochemical, fluorescence polarization, TAMRA-MyoIIA peptide | actives 0.14% (n = 360,000) | AID 652163, 2013 | inhibition, % at 10.7 µM;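 active = mean inhibition of at least 70% across replicates, with every replicate also reaching that level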
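Material: human S100A4 monomer with TAMRA-labelled myosin IIA peptide; buffer or medium: HEPES pH 7.2 with CaCl2, KCl, NaCl, DTT, Triton; compound dosing: one concentration per compound; schedule: 5 min incubation before reading; benchmarks: neutral control DMSO, positive control TFP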
* marks the source's active call; other numbers are inactive results; nt = not tested or not shown.

SMILES	PAX8 reporter	EWS-Fli inh	ERAP1 HTS inh	LGR2 inh	FN deposit inh	PglD DTNB	PGC1a acetyl inh	S100A4 MyoIIA
CCSc1nc(C)c(C)c(=O)[nH]1	5	5	-1	-6	1	2	nt	5
C[C@@H]1CN([C@@H](C)CO)C(=O)c2cc(NS(=O)(=O)c3cccs3)ccc2O[C@@H]1CN(C)Cc1ccc(-c2ccccc2)cc1	-16	4	-5	0	12	7	-5	2
CC1CN(Cc2cnc(Cl)s2)CC(C)O1 (centres undefined)	15	-7	4	-21	9	nt	7	-2
COc1cc(CNc2ncnc3c2ncn3[C@H]2CN(Cc3cccc(C(F)(F)F)c3)C[C@@H](CO)O2)cc(OC)c1OC	21	3	-5	-3	-1	7	-9	-3
N#Cc1ccccc1OCC(=O)OCC(=O)c1c[nH]c2ccccc12	19	10	-1	-4	0	3	9	-6
O=C(NCc1cccs1)C(=O)c1cn(CC(=O)N2CCCC2)c2ccccc12	3	20	-3	2	6	-2	0	-2
COc1cc2cc(CN(CCCN3CCOCC3)Cc3nnnn3Cc3ccccc3)c(=O)[nH]c2cc1OC	12	1	-1	0	9	nt	nt	9
Cc1cccc(N2CCN(Cc3nc(CC4CC4)no3)CC2)n1	9	-2	-3	9	nt	-2	-5	-2
CO[C@H]1CN(C)C(=O)c2cc(NC(C)=O)ccc2OC[C@@H](C)N(CC2CC2)C[C@@H]1C	-8	-3	-5	1	7	-1	3	10
O=[N+]([O-])c1ccc(O)c(/C=N/n2c(CO)nc3ccccc32)c1	-31	8	-2	-1	-2	-3	6	2
O=C(Cn1nc(Cc2cccnc2)c2ccccc2c1=O)Nc1ccccc1F	3	-7	nt	-7	20	2	7	-5
C[C@H](CO)N1C[C@H](C)[C@@H](CN(C)S(=O)(=O)c2ccc(Cl)cc2)Oc2ccc(NC(=O)CCCCCC(=O)Nc3ccccc3N)cc2CC1=O	14	6	nt	-16	nt	nt	10	nt
CCS(=O)(=O)c1ccc2oc(SCC(=O)NCCc3ccc(OC)cc3)nc2c1	10	-7	1	19	nt	nt	nt	2
O=C(/C=C/c1ccc(F)cc1)NCCc1ccc2c(c1)OCCO2	13	-11	-2	0	-15	0	4	31
N#CCc1c[nH]c2ccc([N+](=O)[O-])cc12	-7	-13	-1	18	8	-4	-3	3
N/C(CN1CCCCC1)=N\S(=O)(=O)c1cc(Cl)cc(Cl)c1	0	3	-3	-3	-4	nt	nt	-1
CCS(=O)(=O)NCC[C@H]1CC[C@@H](NC(=O)C2CCCC2)[C@H](CO)O1	4	6	0	0	nt	0	6	6
O=C1c2cc(O)c(O)cc2S(=O)(=O)C1c1ccccc1 (centres undefined)	1	9	2	0	1	0	nt	2
O=C(N/N=C/c1cccc(F)c1)c1cc(-c2ccco2)nc2ccccc12	-55	nt	nt	nt	3	2	-1	nt
CCOc1cc(CNCc2cc(OC)cc(OC)c2)ccc1OC	-4	22	-4	-8	-6	-5	2	-1
COc1ccc([N+](=O)[O-])cc1Nc1c2ccccc2nc2ccccc12	31	45	4	4	16	4	-10	-3
Cc1ccc(S(=O)(=O)CC(O)COc2ccc(F)cc2Cl)c(C)c1 (centres undefined)	-12	10	2	1	nt	nt	-1	-2
CCOC(=O)c1cccc(NC(=O)C2CCN(S(=O)(=O)c3cnc[nH]3)CC2)c1	2	-2	0	10	3	4	-24	4
CC(C)NC(=O)N1CCCCN2[C@H](C1)[C@@H](c1ccc(C#CC3CC3)cc1)[C@@H]2CO	14	-7	17	3	nt	-2	-8	-1
CCC(C)NC(=O)CNC(=S)N(CCCN1CCOCC1)Cc1cccs1 (centres undefined)	7	nt	nt	9	-3	0	nt	nt
CCN(CC)C(=O)/C(=C/c1ccc2c(c1)OCO2)NC(=O)c1ccc(Br)cc1	-2	-1	4	nt	11	nt	nt	21
COC(=O)c1ccc(CN2CCC(CO)(Cc3cccc(OC)c3)CC2)cc1	-14	-3	5	6	-4	nt	nt	-2
CCOC(=O)C(=NCCOC)NNc1cc(Cl)ccc1Cl	-1	3	-3	-2	0	nt	nt	-13
Oc1ccc(Cl)cc1N=Cc1sc2ccccc2c1Cl	32	36	0	-14	-12	nt	nt	-3
CC(Oc1ccc(C(=O)c2ccc(F)cc2)cc1)C(=O)N1CCOCC1 (centres undefined)	7	-8	5	-11	23	1	nt	0
C[C@@H]1CN([C@H](C)CO)C(=O)c2cc(NC(=O)Nc3ccccc3)ccc2O[C@H]1CN(C)S(=O)(=O)c1ccc(Cl)cc1	-11	8	2	19	nt	0	-7	-43
O=C1N(C2CCCC2)C[C@@H]2C[C@@H](c3cccn3-c3ccccn3)N3CCC[C@@]123	7	8	0	2	0	nt	nt	2
COC(C[C@@H]1O[C@@H]1[C@H](O)[C@H](C)OCc1ccccc1)OC	-14	-11	-2	1	6	-1	nt	-3
O=C(O)c1ccccc1C(=O)c1ccc(Br)s1	9	8	-6	12	-6	-4	8	2
COc1c(/C=N/Nc2ccc(C(=O)O)cc2)c(CCN(C)C(C)=O)cc2c1OCO2	-31	1	13	-3	-3	nt	20	-1
O=C(NCCN1C(=O)S/C(=C\c2cccnc2)C1=O)C1=NN(c2ccccc2)C(=O)CC1	5	12	8	13	-6	nt	-3	3
CCN1CCN(S(=O)(=O)c2ccc(Cl)c(C(=O)NCc3ccco3)c2)CC1	-19	-3	1	-10	16	nt	nt	-3
O=C(C[C@@H]1CC[C@H]2[C@@H](COC[C@H](O)CN2C(=O)c2ccccc2F)O1)N1CCN(c2ccccc2)CC1	-3	-1	-1	5	2	-3	6	-19
Cc1nn(Cc2c(F)c(F)c(F)c(F)c2F)c(C)c1NC(=O)c1ccc(COc2cc(Cl)ccc2Cl)cc1	nt	nt	nt	-41	-12	-1	-3	nt
Cc1cc(NC(=O)c2cnn3cccnc23)no1	nt	-31	2	-13	nt	-5	0	-29
O=C(COc1ccc2c(-c3ccccc3)cc(=O)oc2c1)NCC1CCC(C(=O)O)CC1 (centres undefined)	nt	-7	-43	-16	nt	1	-2	2
O=C(C[C@H]1C=C[C@@H](NC(=O)c2ccc3c(c2)OCO3)[C@H](CO)O1)NCc1ccc(Cl)cc1	13	4	0	1	nt	-1	12	1
Cc1cc(C)n(C(=O)C(C(=O)c2ccccc2)C(C)C)n1 (centres undefined)	31	10	3	nt	0	nt	nt	-2
Cc1ccc(NC(=O)C2CCN(S(C)(=O)=O)CC2)c(C)c1	-2	3	0	1	-1	-5	-3	-3
O=C(Cc1n[nH]c(=O)c2ccccc12)NCc1ccc(Cl)cc1	14	3	-5	1	6	0	6	-3
CCCC1=C/C(=C/c2ccc(-c3ccccc3OC)o2)C(=O)O1	nt	9	-1	0	-1	3	nt	-3
CCOc1ccc(NC(=O)CC2S/C(=N/N=C3CCCCCC3)NC2=O)cc1 (centres undefined)	-7	11	3	6	7	-3	nt	2
O=C(CN1CCCC1)Nc1ccccc1Sc1ccc(Cl)cc1	14	-4	-2	10	3	nt	4	0
CC(=O)Nc1sc2c(c1CN1CCN(c3ccccn3)CC1)CCCC2	nt	4	2	1	nt	-3	-14	-1
COc1cc(NC2c3ccccc3C(=O)N2Cc2ccccc2Cl)cc(OC)c1OC (centres undefined)	3	15	0	14	-26	-6	19	-13
Continued:
SMILES	PAX8 reporter	EWS-Fli inh	ERAP1 HTS inh	LGR2 inh	FN deposit inh	PglD DTNB	PGC1a acetyl inh	S100A4 MyoIIA
CCC1Oc2ccccc2N(CC(=O)NCc2cccs2)C1=O (centres undefined)	-11	-2	-1	4	7	nt	-9	3
CN(C)CCCN(C(=O)c1sc2ccccc2c1Cl)c1nc2ccc(F)cc2s1	-12	nt	nt	-55	-3	-2	10	nt
CC(=O)Nc1ccc(S(=O)(=O)NN=c2sc3ccccc3n2C)cc1N	7	-1	-2	-16	-38	4	1	-5
O=C(CSc1nc(-c2cccs2)cc(C(F)(F)F)n1)NCCCN1CCOCC1	-3	-3	2	-10	-5	nt	nt	0
COCCNc1nc2cc(-c3ccccc3OC)sc2c(=O)n1C	-36	-11	5	-13	-1	-3	nt	-10
CN(Cc1ccccc1)C(=O)c1ccc(NC(=O)C2CCN(C(=O)OC(C)(C)C)CC2)cc1	32	31	1	10	-13	1	-10	-1
Cc1ccccc1OCC(=O)N(Cc1nnc(-c2ccc(Cl)cc2)o1)C(C)C	16	-7	-4	-17	8	-6	-5	-7

By substructure, the entries above with fluorine (10)
SMILES	PAX8 reporter	EWS-Fli inh	ERAP1 HTS inh	LGR2 inh	FN deposit inh	PglD DTNB	PGC1a acetyl inh	S100A4 MyoIIA
COc1cc(CNc2ncnc3c2ncn3[C@H]2CN(Cc3cccc(C(F)(F)F)c3)C[C@@H](CO)O2)cc(OC)c1OC	21	3	-5	-3	-1	7	-9	-3
O=C(Cn1nc(Cc2cccnc2)c2ccccc2c1=O)Nc1ccccc1F	3	-7	nt	-7	20	2	7	-5
O=C(/C=C/c1ccc(F)cc1)NCCc1ccc2c(c1)OCCO2	13	-11	-2	0	-15	0	4	31
O=C(N/N=C/c1cccc(F)c1)c1cc(-c2ccco2)nc2ccccc12	-55	nt	nt	nt	3	2	-1	nt
Cc1ccc(S(=O)(=O)CC(O)COc2ccc(F)cc2Cl)c(C)c1 (centres undefined)	-12	10	2	1	nt	nt	-1	-2
CC(Oc1ccc(C(=O)c2ccc(F)cc2)cc1)C(=O)N1CCOCC1 (centres undefined)	7	-8	5	-11	23	1	nt	0
O=C(C[C@@H]1CC[C@H]2[C@@H](COC[C@H](O)CN2C(=O)c2ccccc2F)O1)N1CCN(c2ccccc2)CC1	-3	-1	-1	5	2	-3	6	-19
Cc1nn(Cc2c(F)c(F)c(F)c(F)c2F)c(C)c1NC(=O)c1ccc(COc2cc(Cl)ccc2Cl)cc1	nt	nt	nt	-41	-12	-1	-3	nt
CN(C)CCCN(C(=O)c1sc2ccccc2c1Cl)c1nc2ccc(F)cc2s1	-12	nt	nt	-55	-3	-2	10	nt
O=C(CSc1nc(-c2cccs2)cc(C(F)(F)F)n1)NCCCN1CCOCC1	-3	-3	2	-10	-5	nt	nt	0
